# Screens (PubChem)
# CSN deneddyl inh = blocks human CSN-mediated cullin deneddylation; Q92905; Purified CSN, SCF-Nedd8-OG deneddylation, fluorescence polarization; inhibition, % at 12.5 µM; actives 0.38% (n = 360,000);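 active = pattern-corrected inhibition above about 35%, with an unprinted fluorescence ratio check between 0.5 and 1.5, limit read from the data, passing the limit was not always enough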;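 note: 0% = enzyme with substrate and 100% = substrate without enzyme; some results filed as inactive read as strong as hits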
#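 Material: purified human Csn5 enzyme expressed in HEK293T cells / Medium: Tris buffer pH 7.5, NaCl, DTT, Tween-20, trehalose, ovalbumin / Compound dosing: 12.5 µM single point / Schedule: 90 min incubation of compound, enzyme and substrate at room temperature / Signal: fluorescence polarization of the substrate / Control set: no-enzyme wells high, enzyme-with-substrate wells low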
# DNMT1 block = DNMT1 (human) enzyme inhibition. P26358. DNMT1 molecular beacon, Hinp1I cleavage, fluorescence. inhibition (reported as % activation of signal), % at 10 µM. actives 0.83% (n = 360,000). AID 588458; in the data active = inhibition above about 50%
# Target sequence (P26358 504-1616 limits assumed): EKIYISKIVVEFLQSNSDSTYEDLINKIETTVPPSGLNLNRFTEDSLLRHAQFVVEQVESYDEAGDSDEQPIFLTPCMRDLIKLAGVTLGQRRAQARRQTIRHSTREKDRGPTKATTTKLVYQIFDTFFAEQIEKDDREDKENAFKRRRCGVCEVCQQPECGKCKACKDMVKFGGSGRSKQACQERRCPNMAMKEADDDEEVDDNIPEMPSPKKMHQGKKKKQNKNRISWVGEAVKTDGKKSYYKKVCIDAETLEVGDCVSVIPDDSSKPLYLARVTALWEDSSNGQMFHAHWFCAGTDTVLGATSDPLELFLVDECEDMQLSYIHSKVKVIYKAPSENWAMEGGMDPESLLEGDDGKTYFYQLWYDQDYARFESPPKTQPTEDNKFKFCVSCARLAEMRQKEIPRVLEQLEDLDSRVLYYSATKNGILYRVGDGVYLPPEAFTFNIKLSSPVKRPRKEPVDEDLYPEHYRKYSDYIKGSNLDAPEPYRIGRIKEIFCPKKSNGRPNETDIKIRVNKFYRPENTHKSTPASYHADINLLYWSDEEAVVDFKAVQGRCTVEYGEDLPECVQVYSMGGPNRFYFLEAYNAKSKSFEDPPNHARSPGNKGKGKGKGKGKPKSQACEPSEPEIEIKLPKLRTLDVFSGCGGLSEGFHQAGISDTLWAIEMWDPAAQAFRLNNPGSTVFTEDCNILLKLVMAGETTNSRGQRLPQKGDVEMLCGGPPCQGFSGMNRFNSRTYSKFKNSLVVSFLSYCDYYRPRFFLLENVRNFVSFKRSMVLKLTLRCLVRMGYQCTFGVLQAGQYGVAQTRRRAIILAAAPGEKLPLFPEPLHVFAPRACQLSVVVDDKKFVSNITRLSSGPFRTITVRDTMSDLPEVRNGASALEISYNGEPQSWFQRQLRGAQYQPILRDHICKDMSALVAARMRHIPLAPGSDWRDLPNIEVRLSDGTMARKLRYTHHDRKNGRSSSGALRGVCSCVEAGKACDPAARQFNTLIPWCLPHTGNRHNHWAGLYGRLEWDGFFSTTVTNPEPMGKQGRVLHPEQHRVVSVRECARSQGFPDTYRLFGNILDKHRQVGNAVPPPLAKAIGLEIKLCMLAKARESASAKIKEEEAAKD
# Tb MetRS inh = blocks T. brucei methionyl-tRNA synthetase activity. actives 0.4% (n = 360,000). inhibition, % at 11.9 µM. purified T. brucei MetRS, ATP depletion, Kinase-Glo luminescence. AID 624268;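 active = inhibition above a per-plate cutoff of the control wells' mean inhibition plus 3 SD, cut at about 5.5% in these data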;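 note: 0% = DMSO wells median and 100% = median of wells with control inhibitor compound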
#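 Dosing: 11.9 µM single point; system: parasite MetRS enzyme; technique: luminescence of leftover ATP; times: 15 min enzyme-compound preincubation, 2 h reaction, 10 min detection, 25 °C; replicates: each compound tested once; read-out basis: percent inhibition relative to median high and low control wells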
# STEP block = blocks human striatal-enriched tyrosine phosphatase. inhibition, % at 20 µM. actives 0.25% (n = 360,000). recombinant STEP, OMFP fluorogenic substrate, fluorescence. AID 588621;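 active = inhibition at 20 µM, scaled per plate between control wells, above about 37%, limit read from the data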;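 note: 0% = DMSO with enzyme and substrate and 100% = substrate only without enzyme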
#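 System: STEP (striatal-enriched tyrosine phosphatase) enzyme, cell-free; medium: Bis-Tris pH 6.0 buffer with DTT, detergent; dosing: 20 µM, 1% DMSO; times: reaction 20 min, ambient temperature; detection: fluorescence, 480/540 nm; read-out basis: normalized % inhibition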
# MsrA inhibitor = inhibitors of bovine MsrA. purified bovine MsrA, absorbance read-out. inhibition, % at 15.5 µM. actives 0.75% (n = 360,000); in the data active = inhibition above about 4.5%;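 note: 0% = vehicle wells with enzyme and 100% = reference inhibitor wells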
# Scp1 inh = Scp-1 (human) phosphatase inhibition; Q9GZU7; Recombinant Scp1, phosphopeptide, malachite green phosphate absorbance; inhibition, % at 20 µM; actives 0.88% (n = 340,000);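 active = inhibition above about 50% at 20 µM, limit read from the data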;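 note: plate controls were DMSO wells with enzyme for no effect and wells lacking enzyme for full effect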
#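 System: SCP-1 catalytic domain; Reagent: Phospho 17-mer peptide substrate; Doses: one concentration, 20 µM, with 1.0% DMSO; Incubation: 45 min room-temperature reaction, 5 min colour, 30 min stabiliser; Signal: Phosphate-binding colour reagent, absorbance read at 630 nm.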
# NadD block = blocks S. aureus nicotinate mononucleotide adenylyltransferase | actives 0.78% (n = 360,000) | purified NadD enzyme, colorimetric absorbance read-out | inhibition, % at 20 µM; in the data active = inhibition above about 26%; note: some compounds past the cut are filed as inactive
# LMPTP inh = blocks human LMPTP phosphatase | inhibition, % at 20 µM | AID 651560 | actives 0.22% (n = 360,000) | recombinant LMPTP-A, OMFP fluorogenic substrate, fluorescence intensity;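 active = compounds that cut the enzyme signal by at least half of the control window in the single-dose screen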;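 note: plate controls were DMSO wells with enzyme plus substrate for no effect and substrate without enzyme for full effect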
#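 Assay system: LMPTP-A phosphatase enzyme | Input: 0.625 nM enzyme | Also added: Fluorogenic phosphatase substrate OMFP at 400 µM final | Compound dosing: One test concentration per compound, 20 µM, with 3% DMSO overall | Schedule: 50 min enzyme reaction at room temperature, protected from light | Signal: Fluorescence intensity | Benchmarks: no-enzyme and uninhibited controls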
# SUMO1-SIM PPI = alters human SUMO1 binding to SIM partners | P63165 | SUMO1 binding to a labelled peptide, TR-FRET, 1 h | inhibition, % at 20 µM | actives 0.33% (n = 360,000); in the data active = inhibition above about 37%
# Rpn11 inh = blocks the human proteasome subunit Rpn11; O00487; human 26S proteasome, Ub4-pepOG fluorescence polarization; 20S core pre-blocked with epoxomicin; calls only at 20 µM; actives 0.59% (n = 360,000); AID 588493;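 active = inhibition at 20 µM, scaled to each plate's controls, above about 33%, limit read from the data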
# Starred values were filed as active, the others as inactive; i = inactive; nt = not tested or not shown; + = active, no number.
SMILES,CSN deneddyl inh,DNMT1 block,Tb MetRS inh,STEP block,MsrA inhibitor,Scp1 inh,NadD block,LMPTP inh,SUMO1-SIM PPI,Rpn11 inh
O=C(NCC(=O)N(Cc1cccs1)C(C(=O)NC1CCCCC1)c1ccco1)c1cccs1 (configuration not stated),2,-1,-0.6,1,0.6,0,-1,0.1,1,i
O=C(CSc1nnc2c(n1)[nH]c1ccc(F)cc12)OCc1ccccc1,-7,6,1.1,-3,-1.0,2,1,1.5,-1,+
COc1ccc(/C=N/NC(=O)c2[nH]c3ccc(C)cc3c2-c2ccccc2)c(C(=O)O)c1OC,-5,0,-1.2,-1,6.2*,9,6,-3.2,4,i
CCCCc1nnc(SCc2ccc(OCC)cc2)n1N,1,2,1.3,-2,0.0,-2,5,-0.2,-3,i
CCCc1nc(SC2CCCC2)c2c(=O)n(C)c(=O)n(C)c2n1,1,9,-0.9,8,-0.9,-1,6,4.0,8,i
O=C(Nc1ccccc1)c1ccc(OC(=O)c2ccccc2)cc1,6,30,0.0,3,-1.2,8,-1,1.3,9,i
O=C(CN1C(=O)S/C(=C/c2cc(Br)cs2)C1=O)N1CCOCC1,-5,0,-0.6,4,1.7,-1,-2,-0.6,-18,i
COc1ccc(C(=O)OCC(=O)NC(=O)NC2CCCC2)c(O)c1,-6,1,-0.9,3,-0.1,2,-12,-0.7,0,i
Cc1ccc(C(=O)OCC(=O)NNC(=O)c2cccs2)c(O)c1,-4,2,-0.4,-2,-0.5,-5,0,-2.7,0,i
Cc1ccc(S(=O)(=O)n2cccc2C)cc1,0,-6,-0.2,-1,-0.7,-6,-5,0.6,-3,i
CCCn1nnnc1NCc1ccc(Cl)cc1Cl,-7,-2,0.1,-5,-0.1,-10,-8,-0.6,-3,i
Cc1nc(N)sc1C(=O)N1N=N1,-1,0,-0.8,0,0.0,0,2,-1.6,10,i
O=C1C2CCCCN2C(=O)N1CCCN1CCN(c2cccc(C(F)(F)F)c2)CC1 (configuration not stated),-4,-4,-1.1,-2,-0.3,-2,-6,-2.1,1,i
COc1cc(CN2CCC(C(=O)N3CCCC(C)C3)CC2)cc(OC)c1O (configuration not stated),4,1,0.3,0,0.4,-5,8,-0.7,0,i
CN(C)C(=O)CSc1nnc(CCN)o1,-1,2,-0.1,-2,1.1,-3,-3,-2.2,0,i
C=CCn1cccc(C(=O)Nc2ccc(C)cc2)c1=O,3,-1,-0.9,2,2.2,-7,-7,-1.6,3,i
O=C(/C=C/Nc1ccc([N+](=O)[O-])cc1)c1ccc(Br)cc1,4,11,-0.1,0,1.0,-8,12,1.0,2,i
Cc1ccc(NC(=O)c2ccc(OCC3CCCO3)cc2)cc1 (configuration not stated),-2,0,0.0,4,1.0,-10,-5,-0.1,-2,i
CC(C)C(N)c1csc(Nc2ccc(S(C)(=O)=O)cc2)n1 (configuration not stated),-3,1,-0.3,-2,0.7,nt,4,-1.1,0,i
O=C(/C=C/c1ccco1)Nc1ccccc1C(=O)O,14,80*,-0.8,11,3.4,54*,-2,-0.3,7,i
COc1ccc(-c2nnc(SCC(=O)N(Cc3ccccc3)C(C)(C)C)o2)cc1OC,1,23,-0.6,0,-0.3,-13,-16,3.9,-2,i
COc1ccc(S(=O)(=O)N2CCC(C(=O)NCc3cccs3)CC2)cc1,5,8,-0.6,-1,-0.2,2,-7,-1.8,4,i
NS(=O)(=O)c1ccc(N=Nc2c(=O)[nH]n3c(=O)c4c([nH]c23)CCCC4)cc1,6,0,-1.1,-2,1.9,-5,1,2.8,-15,i
C=CCNC(=S)Nc1sc2c(c1C#N)CCCC2,5,-2,0.1,1,1.5,-9,5,1.1,6,i
O=C(N/N=C/c1ccc([N+](=O)[O-])cc1)c1cc(-c2ccc3c(c2)OCO3)n[nH]1,4,50*,-1.1,1,-1.6,-8,18,3.8,14,i

# Following part:
SMILES,CSN deneddyl inh,DNMT1 block,Tb MetRS inh,STEP block,MsrA inhibitor,Scp1 inh,NadD block,LMPTP inh,SUMO1-SIM PPI,Rpn11 inh
Nc1c(N(Cc2ccccc2)C(=O)COc2ccc(F)cc2Cl)c(=O)[nH]c(=O)n1Cc1ccccc1,-2,5,-0.4,-1,1.2,0,6,-1.6,-1,i
CC1=NN(Cc2c(C)nn(Cc3ccccc3)c2C)C(C)(C)C1,3,1,0.1,-1,-0.5,-14,0,-1.9,1,i
c1ccc2c(c1)Nc1cc3ccccc3cc1S2,2,-3,0.1,-2,-0.5,0,17,-1.3,1,i
Cc1csc(SCC(=O)NC(C)c2ccccc2)n1 (configuration not stated),2,0,-0.4,-1,1.4,-6,-3,-0.1,-3,i
COc1cc(CNc2ccc(C)c(C)c2)cc(OC)c1OC,-1,-7,-1.4,-1,nt,5,-5,1.1,-1,i
CCO[C@@H]1OC(C(=O)N2CCN(Cc3ccccc3)CC2)=C[C@H](c2ccc(Br)cc2)[C@H]1CCCO,-6,-8,-0.3,3,0.6,-5,-6,0.3,4,i
CC(=O)OCc1c(C(F)(F)F)nn(C)c1Oc1cccc(C(F)(F)F)c1,-8,-1,-0.8,2,0.3,-4,-3,0.4,-2,i
CC(C)NC(=O)C1(C)CCN1C(=O)Cc1ccc(-c2ccccc2)cc1 (configuration not stated),-1,-1,0.3,0,0.7,nt,-5,2.0,16,i
O=c1c(-c2ccnn2-c2ccc(F)cc2)cnc2n1CCS2,-1,-2,-0.2,0,-0.5,-3,1,-0.2,3,i
COCCOC(=O)CSc1ncccc1-c1nc2cc(C)c(C)cc2[nH]1,-3,3,-3.2,0,1.3,2,-6,5.6,4,i
CCOc1ccccc1N1CCN(C(=O)CSc2ccc3c(c2)OCCO3)CC1,3,1,-0.4,-1,0.8,-4,-1,-1.4,2,i
CC(C)c1c(C(=O)N/N=C/C=C/c2ccccc2)nnn1-c1nonc1N,1,-4,-0.2,2,3.6,-11,6,2.1,-22,i
CC1=CC(C)(C)N2C(=O)C3(N=C(N)NC(Nc4ccccc4)=N3)c3cc(C)cc1c32 (configuration not stated),0,4,0.0,1,0.4,8,1,0.8,-1,i
N#Cc1c(-c2ccccc2)nc(SCC(=O)Nc2ccccc2F)[nH]c1=O,1,-6,0.2,3,1.3,-5,3,-0.7,9,i
CC1(c2nnc(-c3cccc(Cl)c3)o2)CC(c2cccc([N+](=O)[O-])c2)=NO1 (configuration not stated),0,6,-0.2,2,-0.4,5,-4,1.3,-17,i
O=C(OCc1nc2ccccc2s1)c1ccc([N+](=O)[O-])o1,0,-2,-0.6,-4,nt,7,0,-0.8,-26,i
COc1ccc(C2CC3(CC(C)(C)NC(=S)N3)Oc3cc(O)cc(C)c32)cc1 (configuration not stated),-3,7,0.1,-7,-1.0,-3,12,0.1,-1,i
O=[N+]([O-])c1ccc2nc(-c3ccncc3)[nH]c2c1,-2,-3,0.2,-2,0.9,-5,-4,-2.2,-27,i
CCN(CC)S(=O)(=O)c1ccc(NC(=O)CSc2nnc(-c3ccc(F)cc3)o2)cc1,-2,-4,-0.8,-1,0.5,-6,-12,0.3,6,i
COc1ccccc1Cc1nc(-c2ccncc2)no1,-4,0,-0.1,2,2.6,-5,2,0.4,1,i
C=CCn1c(=O)c(C(=O)Nc2ccccc2C(=O)OCC)c(O)c2ccccc21,4,-1,0.8,6,-1.1,-4,4,1.9,3,i
CSc1ccccc1NC(=O)COC(=O)CCC(=O)c1ccc(F)cc1,-11,9,-0.3,-7,0.7,-10,-3,-0.2,11,i
O=C(Cc1ccccc1)NC(=S)Nc1cc(C(F)(F)F)ccc1Cl,5,5,-1.4,3,-0.2,-19,-4,1.7,-3,i
COc1ccccc1N1CCN(C(=S)Nc2ccc3nc(N4CCOCC4)cc(C)c3c2)CC1,5,-8,0.2,-1,2.3,-7,2,1.9,4,i
CNS(=O)(=O)c1ccc(OC)c(-c2nnc3c4ccccc4c(C)nn23)c1,-1,3,0.1,-1,0.0,4,0,-0.1,9,i

# Among those listed so far, these have bromine.
SMILES,CSN deneddyl inh,DNMT1 block,Tb MetRS inh,STEP block,MsrA inhibitor,Scp1 inh,NadD block,LMPTP inh,SUMO1-SIM PPI,Rpn11 inh
O=C(CN1C(=O)S/C(=C/c2cc(Br)cs2)C1=O)N1CCOCC1,-5,0,-0.6,4,1.7,-1,-2,-0.6,-18,i
O=C(/C=C/Nc1ccc([N+](=O)[O-])cc1)c1ccc(Br)cc1,4,11,-0.1,0,1.0,-8,12,1.0,2,i
CCO[C@@H]1OC(C(=O)N2CCN(Cc3ccccc3)CC2)=C[C@H](c2ccc(Br)cc2)[C@H]1CCCO,-6,-8,-0.3,3,0.6,-5,-6,0.3,4,i

# Of the compounds above, these contain a COOH group.
SMILES,CSN deneddyl inh,DNMT1 block,Tb MetRS inh,STEP block,MsrA inhibitor,Scp1 inh,NadD block,LMPTP inh,SUMO1-SIM PPI,Rpn11 inh
COc1ccc(/C=N/NC(=O)c2[nH]c3ccc(C)cc3c2-c2ccccc2)c(C(=O)O)c1OC,-5,0,-1.2,-1,6.2*,9,6,-3.2,4,i
O=C(/C=C/c1ccco1)Nc1ccccc1C(=O)O,14,80*,-0.8,11,3.4,54*,-2,-0.3,7,i

# Next section
SMILES,CSN deneddyl inh,DNMT1 block,Tb MetRS inh,STEP block,MsrA inhibitor,Scp1 inh,NadD block,LMPTP inh,SUMO1-SIM PPI,Rpn11 inh
COCC(=O)N(Cc1cc2cc(OC)ccc2[nH]c1=O)c1ccccc1OC,0,-6,0.9,0,2.2,-3,1,-0.2,2,i
O=C(NCC1CCCN(C(=O)c2cc(Cl)ccc2F)C1)c1ccc(F)cc1 (configuration not stated),-11,4,-0.8,-3,0.9,-3,-3,-0.4,-4,i
Cc1ccc(S(=O)(=O)N2CCC(=O)N2)cc1,1,-2,0.1,1,0.2,-10,5,-1.1,0,i
Cc1cccc(OCC(=O)N(Cc2nnc(-c3ccccc3Cl)o2)C2CC2)c1,-7,-1,-0.3,1,0.9,-9,-4,0.5,0,i
NC(=O)c1sc2nc3c(c(-c4ccco4)c2c1N)CCC3,20,75*,0.3,5,1.1,0,8,1.7,13,i
O=C(OCC(=O)N1N=C(c2ccc(Cl)cc2)CC1c1ccco1)c1cccnc1 (configuration not stated),33,81*,0.1,-1,0.4,17,25,9.6,9,i
COc1cccc(CN2CCC2(C)C(=O)Nc2ccc(Cl)c(Cl)c2)c1F (configuration not stated),-1,-11,-0.2,-2,0.6,nt,7,3.4,4,i
CCOc1ccc(N/C=C/C(=O)c2ccccc2)c([N+](=O)[O-])c1,-1,-2,-2.0,5,0.3,-8,4,2.4,-32,i
